High-throughput results from PubChem.
MITF primary: inhibitors of human MITF; inhibition, % at 2.6 µM; AID 1259374; hit rate 0.91% among 650,000; AlphaScreen MITF homodimerization, bead proximity signal; O75030; in the data active = inhibition above about 50%;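 note: 0% = vehicle wells with protein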
FBW7 act: activators of human E3 ligase FBW7 | AID 1259310 | AlphaScreen FBW7–phospho-cyclin E peptide binding, activator screen | Q969H0 | hit rate 0.13% among 650,000 | normalized activity (activation), % at 26.1 µM; in the data active = normalized activity above about 1.9%;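 note: purified mutant Fbw7 with reduced substrate affinity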
Target sequence (Q969H0 whole entry, looked up): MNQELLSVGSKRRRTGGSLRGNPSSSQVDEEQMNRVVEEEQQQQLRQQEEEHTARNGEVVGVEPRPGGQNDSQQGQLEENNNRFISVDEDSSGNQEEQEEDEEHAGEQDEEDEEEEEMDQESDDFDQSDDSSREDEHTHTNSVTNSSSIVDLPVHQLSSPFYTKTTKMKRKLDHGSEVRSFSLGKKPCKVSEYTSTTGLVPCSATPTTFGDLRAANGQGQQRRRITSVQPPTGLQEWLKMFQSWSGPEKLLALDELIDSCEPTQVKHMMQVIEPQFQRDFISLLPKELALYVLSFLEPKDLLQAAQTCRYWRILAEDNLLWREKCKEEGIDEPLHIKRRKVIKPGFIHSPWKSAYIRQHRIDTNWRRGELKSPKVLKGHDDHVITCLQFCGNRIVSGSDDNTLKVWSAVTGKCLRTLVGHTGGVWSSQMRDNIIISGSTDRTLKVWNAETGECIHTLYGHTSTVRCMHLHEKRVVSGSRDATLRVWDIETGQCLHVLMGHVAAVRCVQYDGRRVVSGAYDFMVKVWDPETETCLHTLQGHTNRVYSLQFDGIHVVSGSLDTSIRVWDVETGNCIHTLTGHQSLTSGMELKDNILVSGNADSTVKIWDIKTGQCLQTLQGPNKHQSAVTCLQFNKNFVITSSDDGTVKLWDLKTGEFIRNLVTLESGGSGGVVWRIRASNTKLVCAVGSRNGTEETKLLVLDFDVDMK
TEAD-YAP block: TEAD-YAP interaction inhibition; HEK-TIYL cells, TEAD-Gal4/YAP UAS-luciferase luminescence; AID 1259422; hit rate 1.4% among 640,000; inhibition, % at 9.12 µM; in the data active = inhibition above about 32%;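 note: 0% = median of test compound wells and 100% = reference inhibitor wells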
GPR151 ag: activators of human GPR151; Q8TDV0; PathHunter beta-arrestin GPR151 cells, luminescence; activation, % at 11.2 µM; hit rate 1% among 650,000; in the data active = activation above about 4.9%;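 note: 0% = median of compound wells and 100% = cells with positive control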
Target sequence (Q8TDV0 whole entry, looked up): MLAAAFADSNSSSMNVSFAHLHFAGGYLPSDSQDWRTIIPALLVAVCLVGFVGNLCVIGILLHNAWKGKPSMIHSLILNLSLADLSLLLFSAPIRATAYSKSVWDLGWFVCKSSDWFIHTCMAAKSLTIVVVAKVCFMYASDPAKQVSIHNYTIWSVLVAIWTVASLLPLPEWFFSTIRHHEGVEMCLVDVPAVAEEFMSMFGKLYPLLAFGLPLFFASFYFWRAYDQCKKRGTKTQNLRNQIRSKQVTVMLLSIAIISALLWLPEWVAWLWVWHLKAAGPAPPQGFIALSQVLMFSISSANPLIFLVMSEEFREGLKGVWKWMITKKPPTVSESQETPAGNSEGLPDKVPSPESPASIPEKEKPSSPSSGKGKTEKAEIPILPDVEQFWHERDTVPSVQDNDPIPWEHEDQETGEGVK
Starred values were filed as active, the others as inactive; / = not tested or not shown; & = joins results of further samples.

Molecule	TEAD-YAP block	MITF primary	GPR151 ag	FBW7 act
Cc1ccc2nc(-c3cc(Br)c(N)c(Br)c3)sc2c1	2	6	2.0	0.0
Nc1nonc1C(=O)N/N=C/c1ccccc1Cl	-9	-2	-3.1	0.2
CC(C)OC(=O)CSc1ccc(C(F)(F)F)cc1[N+](=O)[O-]	7	9	0.4	-0.2
CS(=O)(=O)N(CC(=O)NC1CC1)c1cc(Cl)c(Cl)cc1Cl	0	2	1.3	-0.1
COc1ccc(NC(=S)NCCN2CCC(C)CC2)cc1	14	8	-0.9	0.0
COc1ccc(-c2ccc(C(=O)NC3CCN(Cc4ccccc4)CC3)s2)cn1	-3	9	0.2	-0.1
O=C1NC(=O)/C(=C\c2cc(Cl)c(OCc3ccc(F)cc3)c(Cl)c2)N1	-12	-1	0.0	-0.2
Cc1ccc(Oc2nnc(-c3cccs3)c3ccccc23)cc1C	0	-3	-0.1	-0.1

The list goes on:
Molecule	TEAD-YAP block	MITF primary	GPR151 ag	FBW7 act
CCN(Cc1ccncc1)Cc1ccc(C(=O)NCc2ccccc2Cl)c(=O)[nH]1	2	3	0.5	0.0
COc1cc(NC(=O)COc2ccc(Cl)c(C)c2)c(OC)cc1Cl	-12	2	1.8	0.1
O=C(CSc1ncccn1)N1CCN(c2ccccc2)CC1	-10	9	-0.8	0.4
CCOC(=O)c1c(NC(=O)c2ccc(Cl)cc2)sc(C(=O)Nc2cccc(OC)c2)c1C	-3	2	-0.2	-0.1
CC(C)Oc1cccc(C(=O)Nc2ccc(N3CCCC3)cc2)c1	-4	9	0.6	-0.2
Cc1ccsc1C(=O)OCc1ccc([N+](=O)[O-])cc1	-6	8	-1.8	0.2
NC(=O)C1CCN(C(=O)Cn2nnc3ccccc3c2=O)CC1	2	7	-0.6	0.1
CCOC(=O)c1c(NC(=O)c2nn3c(C(F)(F)F)cc(-c4ccc(Br)cc4)nc3c2Cl)sc2c1CCCC2	5	0	1.2	-0.2

Later entries:
Molecule	TEAD-YAP block	MITF primary	GPR151 ag	FBW7 act
O=C(O)c1cc([N+](=O)[O-])ccc1Sc1ccc(Cl)cc1	6	16	-1.1	-0.1
CC1=C(C)CS(=Nc2cccc([N+](=O)[O-])c2)N(S(=O)(=O)c2ccccc2)C1 (stereo not given)	4	4	0.9	0.0
Cc1ccc(/C=N/NC(=O)C2CC2c2ccccc2)cc1 (stereo not given)	1	0	0.1	0.0
COc1ccccc1-n1cc(CN2CCN3C(=O)[C@@H]4C[C@@H](O)CN4C(=O)[C@H]3C2)cn1	1	14	2.8	-0.3
CCOc1ccc(N2C(=O)CN=C2Nc2ccccc2F)cc1	1	-2	-0.7	0.2
CC(=O)c1ccc(S(=O)(=O)N2CCNCC2)cc1	10	2	-0.2	0.1
O=C(CCC(=O)OCc1ccc([N+](=O)[O-])cc1Cl)Nc1ccccc1	5	11	-0.6	-0.2
CC(C)(C)NC(=O)CSc1ncn[nH]1	9	-3	0.7	-0.1

Next section.
Molecule	TEAD-YAP block	MITF primary	GPR151 ag	FBW7 act
Cc1ccc(C(=O)COC(=O)C(Cc2ccccc2)NC(=O)C23CC4CC(CC(C4)C2)C3)cc1 (stereo not given)	0	5	-0.1	-0.1
COCCNC(=S)N(CCC#N)c1ccccc1	2	9	-0.8	0.7
O=C(CSc1nc2[nH]ncc2c(=O)n1-c1cccc2ccccc12)NC1CCCCC1	10	17	-0.6	0.1
O=C(NCc1ccco1)/C(=C/c1cn(-c2ccccc2)nc1-c1ccccc1)NC(=O)c1ccc(Cl)cc1Cl	-2	-2	1.3	-0.1
COc1cc(/C=N/NC(=O)C(=O)NCC2CCCO2)cc(I)c1O (stereo not given)	8	3	-0.9	-0.2
O=C(CS(=O)(=O)c1ccccc1)Nc1nc2ccccc2s1	-8	-15	1.7	-0.2
CC(=O)Nc1ccc(C(=O)Nc2ccc(Br)cc2)cc1	-6	6	0.5	0.0
Cc1cc(NS(=O)(=O)N(C)C)ccc1C(C)C	-6	6	0.9	0.0

Later entries.
Molecule	TEAD-YAP block	MITF primary	GPR151 ag	FBW7 act
COc1ccc(OC)c(C2NC(=O)NC(C)=C2C(=O)OCC(C)C)c1 (stereo not given)	14	5	0.3	1.2
COC(=O)Cn1cc(S(=O)(=O)N2CCCC2)c2cc([N+](=O)[O-])ccc21	-7	-2	-0.1	-0.1
CCOC(=O)C1=C(c2ccccc2)N=c2s/c(=C/c3cn(C)c4ccccc34)c(=O)n2C1c1ccc(OC)cc1 (stereo not given)	-14	-14	-0.9	-0.1
O=C(NCCc1ccccc1)c1ccc(Cl)cc1	64*	18	-5.7	0.1
Cc1ccc(/C=N/NC(=O)c2ccccc2Cl)o1	-3	1	1.0	0.0
CCN(CC)S(=O)(=O)c1ccc(NC(=O)/C=C/c2cccc3ccccc23)cc1	14	-1	-0.6	0.3
CC(=O)NC(=S)Nc1ccc(S(=O)(=O)Nc2nc(C)cc(C)n2)cc1	8	5	0.0	0.6
CN1C(=O)C2C(C1=O)N1C(c3cccs3)C3C(=O)N(C)C(=O)C3N1C2c1cccs1 (stereo not given)	3	8	0.9	0.1

Other compounds
Molecule	TEAD-YAP block	MITF primary	GPR151 ag	FBW7 act
COc1ccc(-c2cn3c4c(=O)n(C)c(=O)n(C)c4nc3n2-c2ccccc2C)cc1OC	8	-3	-1.4	0.6
O=C(NNC1=NS(=O)(=O)c2ccccc21)C1CC(=O)N(c2ccccc2)C1 (stereo not given)	-6	-2	-0.8	-0.3
CC1CC(=O)C2=C(C1)OC(N)=C(C#N)C2c1ccc(Cl)cc1Cl (stereo not given)	-5	5	0.8	-0.1
COc1ccc(-c2cc(=O)[nH]c(=S)s2)cc1	-4	6	-0.5	-0.1
COc1ccccc1CN1CCN(Cc2ccccc2C(F)(F)F)CC1	9	70*	-2.2	0.1
CCCS(=O)(=O)c1c(S(=O)(=O)CCC)c2c(C)cc(C)cn2c1C(=O)c1ccc(CC)cc1	0	-8	-0.6	-0.2
CCc1c(C)sc(NC(=S)Nc2cccnc2)c1C(=O)OC	6	14	0.7	0.5
O=C(NCc1ccc(N2CCCC2=O)cc1)c1ncoc1-c1ccc(F)cc1	-13	-6	0.1	0.0

The list goes on:
Molecule	TEAD-YAP block	MITF primary	GPR151 ag	FBW7 act
Cc1ccc(O)c(NC(=O)COc2ccc(C)c(C)c2)c1	-13	25	0.4	0.0
NC(=O)NC(=O)CC1S/C(=N/N=C/C=C/c2ccccc2)NC1=O (stereo not given)	-7	9	2.9	0.2
CCOC(=O)c1c(NC(=O)c2cccc(Cl)c2)sc2c1CCCC2	-2	10	1.3	-0.3
COc1cccc(NC(=O)CSc2nc3c(sc(=S)n3-c3cc(Cl)ccc3OC)c3nc4ccccc4n23)c1	-6	11	0.3	1.1
COc1ccc(-c2nnc3n2N=C(c2ccc(C)cc2)CS3)cc1	52*	1	0.1	0.5
CCCCOc1ccc(C(=O)Nc2ccc3nc(SC(C)C(=O)Nc4c(C)cc(C)cc4C)sc3c2)cc1 (stereo not given)	-14	2	0.9	-0.1
CCSc1nc2sc3c(c2c(=O)n1CCc1ccccc1)CCCC3	-10	20	-1.2	0.1
CC(C)c1noc(C2CC(=O)N(Cc3ccc4c(c3)OCO4)C2)n1 (stereo not given)	4	-6	0.5	-0.1

Complete entries, quoted from the list. Order of values: TEAD-YAP block | MITF primary | GPR151 ag | FBW7 act
COc1ccc(-c2nnc3n2N=C(c2ccc(C)cc2)CS3)cc1 is listed with 52* | 1 | 0.1 | 0.5
NC(=O)NC(=O)CC1S/C(=N/N=C/C=C/c2ccccc2)NC1=O (stereo not given) is listed with -7 | 9 | 2.9 | 0.2
Cc1ccc(O)c(NC(=O)COc2ccc(C)c(C)c2)c1 is listed with -13 | 25 | 0.4 | 0.0

Later entries
Molecule	TEAD-YAP block	MITF primary	GPR151 ag	FBW7 act
CC1(Cc2ccc(S(C)(=O)=O)cc2)C(=O)Nc2cccc(-c3ccco3)c21 (stereo not given)	-1	-4	-1.0	-0.1
CC(C)n1c(-c2ccc(C(=O)NC3CC3)cc2)nc2c(NC3CCN(Cc4ccccc4)CC3)ncnc21	8	8	1.2	-0.1
Cn1c(SCC(=O)Nc2ccc(C(N)=O)cc2)nnc1-c1ccccc1	4	9	1.4	0.0
CCOC(=O)C1=C(C)N=c2s/c(=C\c3ccc(-c4cc([N+](=O)[O-])ccc4OC)o3)c(=O)n2C1c1cccc(OC)c1 (stereo not given)	6	-3	1.2	-0.1
CSc1nnc(NC(=O)c2ccc(C)c(S(=O)(=O)N3CCCCC3)c2)s1	-3	-2	0.4	-0.1
COc1ccc(C2NC(=O)NC(C)=C2C(=O)OCc2ccccc2)cc1Br (stereo not given)	-1	-2	1.0	-0.2
Cc1ccc(C(=O)Nc2ccc(F)c(Cl)c2)o1	-39	7	-2.2	-0.1
CCOC(=O)c1ccc(N=Cc2ccc(OCC)cc2)cc1	0	9	0.1	0.0

Additional results follow.
Molecule	TEAD-YAP block	MITF primary	GPR151 ag	FBW7 act
COc1ccc(-n2c(C)nnc2SCc2nc(-c3cccs3)no2)cc1	4	1	2.4	0.0
CCc1nc(SCc2csc(C)n2)c2c3c(sc2n1)CCC3	-1	5	-1.4	0.1
CCN(CC)N=Nc1ccc(S(=O)(=O)NC(C)=O)cc1	-4	-9	-0.5	-0.2
COc1ccc(S(=O)(=O)N2CCN(S(=O)(=O)c3ccc4ccccc4c3)CC2)cc1	-1	8	1.9	0.0
CCN1C(=O)S/C(=C/c2ccc(N3CCCC3)c(F)c2)C1=O	-27	-8	1.0	0.1
COc1ccc(N2CCN(C3CCCN(C(=O)c4sccc4C)C3)CC2)cc1 (stereo not given)	12	4	0.0	-0.2
CC1CCC/C(=N/NC(=O)c2cccc([N+](=O)[O-])c2)C1 (stereo not given)	2	8	-0.8	0.8
Cc1c(NC(=O)Cc2c(F)cccc2Cl)c(=O)n(-c2ccccc2)n1C	5	-4	-1.4	0.5

Later entries.
Molecule	TEAD-YAP block	MITF primary	GPR151 ag	FBW7 act
CCOC(=O)Cc1c(SC)c2cc(OC)ccc2n1C	-11	5	1.5	0.7
C=CCn1c(SCC(=O)NCCc2ccccc2)nc2sc3c(c2c1=O)CCCC3	10	2	1.9	0.4
Cc1ccc(/C=C/C(=O)OCC(=O)c2ccc3c(c2)OCCO3)o1	-10	13	-1.4	0.8
COc1ccc(NC(=O)CN2N=NC3C(=O)N(c4ccc(Cl)cc4)C(=O)C32)cc1 (stereo not given)	11	4	-0.5	-0.1
CSCCC(NS(=O)(=O)c1ccc2ccccc2c1)C(=O)N1CCC(C)CC1 (stereo not given)	0	-3	2.6	-0.1
O=C(NCC1CCCN(C(=O)CSc2ccccn2)C1)c1ccc(F)cc1 (stereo not given)	-16	0	0.0	-0.1
O=C(Nc1ccccc1)Nc1ccc2c(c1)OCO2	-50	0	-6.8	-0.2
COc1cc(NC(=O)c2cccc(N3CCC(N4CCOCC4)CC3)n2)cc(OC)c1OC	20	6	0.0	0.2

Other records follow.
Molecule	TEAD-YAP block	MITF primary	GPR151 ag	FBW7 act
COc1cc(C=O)ccc1OCC(=O)Nc1c(C)n(C)n(-c2ccccc2)c1=O	6	14	-1.0	0.8
O=C(CNS(=O)(=O)c1ccccc1)OCC(=O)c1ccc([N+](=O)[O-])cc1	2	-3	3.8	0.1
O=C1OC(/C=C/c2ccc(Cl)cc2Cl)=NC/1=C\c1ccco1	-9	2	0.2	-0.2
O=C(CSc1ncn[nH]1)NCCc1ccccc1	10	0	0.9	0.2
O=C(O)Cn1c(C(=O)O)cc2ccccc21	-3	-8	-0.4	0.0
CCOc1ccc(N(C)S(=O)(=O)c2ccc3[nH]cc(C(=O)N4CCN(Cc5ccccc5)CC4)c(=O)c3c2)cc1	-3	14	-2.5	0.2
O=C(c1ccc(Cl)c(Cl)c1)N1CCC(O)(c2ccccn2)CC1	3	5	0.2	0.0
O=C(COc1ccc(C(=O)N2CCOCC2)cc1)C1CC1	-10	-2	1.8	-0.1

Structures listed so far with a cyano group, in the order listed:
Molecule	TEAD-YAP block	MITF primary	GPR151 ag	FBW7 act
COCCNC(=S)N(CCC#N)c1ccccc1	2	9	-0.8	0.7
CC1CC(=O)C2=C(C1)OC(N)=C(C#N)C2c1ccc(Cl)cc1Cl (stereo not given)	-5	5	0.8	-0.1

(list continues)
Molecule	TEAD-YAP block	MITF primary	GPR151 ag	FBW7 act
CN/C(=C/[N+](=O)[O-])NCCSCc1ccc(CN(C)C)o1	/	-1&3	2.0&-1.4	0.1&0.0
CC1CCCN(Cc2nnnn2-c2ccc(Cl)cc2)C1 (stereo not given)	12	15	1.0	0.3
CS(=O)(=O)N(CC(=O)Nc1ccc(Oc2ccccc2)cc1)C1CCCCC1	13	-6	-0.7	0.1
O=C(c1ccco1)N1CCC2(CC1)OCc1cc(-c3ccccc3)ccc1O2	-14	7	0.9	-0.6
CC(C)(C)C(=O)CCN1C(=O)C(=O)c2ccccc21	5	3	0.6	-0.1
COc1ccc(Cl)cc1N1C(=N)SCC1=O	4	11	0.3	0.0
CC(C)(C)NC(=O)CSc1nnc(SCC(=O)NC(C)(C)C)s1	-2	0	1.6	0.0
CC1=C(C#N)C(NC(=O)c2cccnc2)(C(F)(F)F)C(=O)N1 (stereo not given)	2	15	3.7	0.0

The results go on:
Molecule	TEAD-YAP block	MITF primary	GPR151 ag	FBW7 act
CNC(=O)c1ccc(-c2nn(C)c(=O)c3ccccc23)cc1	12	4	-0.5	0.1
Cc1ccc(S(=O)(=O)Nc2ccc3oc4c(c3c2)C(=O)CCC4)cc1	-4	0	-0.2	-0.3
CC1CCC2(CC1)NC(=O)N(CN1CCCC1)C2=O (stereo not given)	-7	3	1.5	-0.1
COc1ccc(S(=O)(=O)NCc2ccc(C(=O)NC3CCCCCC3)cc2)cc1	-2	17	4.0	0.1
COc1cccc(N2CCN(c3cc(N(C)CCO)c([N+](=O)[O-])c4nonc34)CC2)c1	9	25	-1.3	0.3
